Bioassay records (PubChem)
IMP-1 inh – IMP-1 metallo-beta-lactamase inhibitors, primary screen, biochemical, epi-absorbance readout, Pseudomonas aeruginosa enzyme | inhibition, % at 5.6 µM | purified IMP-1, nitrocefin hydrolysis, epi-absorbance fluorescence | hit rate 0.45% among 290,000 | metallo-beta-lactamase IMP-1 (Pseudomonas aeruginosa);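 active = inhibition above the mean plus 3 SD of all compounds in the same screening run, cut at about 4.5% in these data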;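 note: 0% = IMP-1 with DMSO and 100% = DMSO wells lacking enzyme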
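System: Purified IMP-1 | Read-out basis: Percent enzyme inhibition | Controls: IMP-1 with DMSO as 0%, enzyme-free DMSO as 100% | Replicates: One well per compound | Doses: 5.6 µM nominal single concentration | Detection: Epi-absorbance fluorescence, 480 nm excitation, 530 nm emission | Incubation: 25 °C, 15 min preincubation, 25 min reaction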
HCV NS3 hel inh – inhibitors of HCV NS3 helicase, primary screen, biochemical, Cy5 molecular beacon fluorescence; Hepatitis C virus NS3 helicase; NS3 helicase DNA unwinding; inhibition, % at 10.9 µM; hit rate 0.56% among 290,000; AID 1800, 2009;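 active = inhibition above the mean of all tested compounds plus 3 SD, set per campaign, cut at about 35% in these data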;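 note: 0% = DMSO wells and 100% = thioflavine S control wells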
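assay system = NS3 helicase fragment of HCV | buffer or medium = MOPS pH 6.5, MgCl2, DTT, Tween20, BSA | timing = 60 min unwinding reaction at 25 °C after ATP addition | signal = Cy5 beacon fluorescence read at start and 1 h | read-out basis = % inhibition of unwinding | control set = low DMSO, high thioflavine S at 110 µM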
V1aR counter – agonists of human V1a receptor, primary screen, counter-screen for OXTR agonist project, fluorescence, CHO-V1R cells; Vasopressin V1a receptor (Homo sapiens), P37288; Fluo-8 calcium fluorescence, agonist mode; 0% DMSO, 100% 3 nM vasopressin; activation, % at 3 µM; hit rate 0.25% among 320,000; AID 2797, 2010;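 active = activation above the mean activation of all tested compounds plus 3 SD, per screening run, cut at about 20% in these data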;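 note: signal is peak over basal fluorescence ratio across a 100 second FLIPR read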
VIM-2 inhibitor – VIM-2 metallo-beta-lactamase inhibitors, primary screen, biochemical, epi-absorbance readout, Pseudomonas aeruginosa enzyme. purified VIM-2, nitrocefin hydrolysis, epi-absorbance fluorescence. hit rate 0.89% among 290,000. inhibition, % at 5.6 µM;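 active = inhibition above the mean of all tested compounds plus 3 SD, cutoff set per screening run, cut at about 7.5% in these data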;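 note: red hydrolysis product quenches plate fluorescence so inhibitors raise well fluorescence; 0% = enzyme with DMSO and 100% = DMSO without enzyme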
GPR7 antagonist – GPR7 receptor antagonists, primary screen, cell-based, fluorescence, single concentration; hit rate 1.1% among 290,000; AID 1861, 2009; GPR7-expressing cells, fluorescence antagonist assay; Neuropeptides B/W receptor type 1 (Homo sapiens), P48145; inhibition, % at 4.4 µM; in the data active = inhibition above about 16%, passing the limit was not always enough;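 note: cells stimulated with the agonist NPW; 0% = agonist with vehicle and 100% = vehicle without agonist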
Target sequence (P48145 whole entry, looked up): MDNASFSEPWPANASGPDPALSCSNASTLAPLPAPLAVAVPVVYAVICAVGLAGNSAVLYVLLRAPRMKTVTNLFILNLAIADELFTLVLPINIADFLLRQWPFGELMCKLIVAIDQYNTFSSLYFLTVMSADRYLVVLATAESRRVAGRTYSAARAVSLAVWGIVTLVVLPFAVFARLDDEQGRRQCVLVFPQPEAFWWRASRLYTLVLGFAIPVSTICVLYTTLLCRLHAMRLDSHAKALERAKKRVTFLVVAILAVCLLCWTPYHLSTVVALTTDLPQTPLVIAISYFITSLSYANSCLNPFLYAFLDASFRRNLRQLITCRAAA
OXTR ag – human OXTR agonists, primary screen, fluorescence, CHO-OTR cells, Fluo-8 calcium. hit rate 0.32% among 320,000. activation, % at 3 µM. Oxytocin receptor (Homo sapiens), P30559. Fluo-8 calcium fluorescence; normalized: DMSO 0%, oxytocin 100%. AID 2435, 2010;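 active = activation above the mean of all tested compounds plus 3 SD, cutoff set per screening run, cut at about 20% in these data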;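 note: peak over basal fluorescence ratio from a 100 s FLIPR kinetic read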
Target sequence (P30559 whole entry, looked up): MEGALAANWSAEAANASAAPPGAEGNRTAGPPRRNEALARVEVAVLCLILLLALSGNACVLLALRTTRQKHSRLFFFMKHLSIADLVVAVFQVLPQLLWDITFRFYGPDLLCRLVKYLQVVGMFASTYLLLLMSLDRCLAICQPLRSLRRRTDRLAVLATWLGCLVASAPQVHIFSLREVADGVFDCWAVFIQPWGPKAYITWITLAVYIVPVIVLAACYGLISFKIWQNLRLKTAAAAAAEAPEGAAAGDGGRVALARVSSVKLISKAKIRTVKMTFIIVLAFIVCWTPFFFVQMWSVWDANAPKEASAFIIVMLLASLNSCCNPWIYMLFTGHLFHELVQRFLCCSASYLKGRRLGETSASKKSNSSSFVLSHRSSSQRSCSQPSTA
GalR3 antagonist – GalR3 antagonists in HEK293 cells, primary screen, cell-based, fluorescence readout; HEK293 GalR3-CNG cAMP membrane potential fluorescence; galR3 body fused to GalR1 C-terminus; inhibition, % at 3 µM; hit rate 0.44% among 360,000; AID 651719, 2012;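 active = inhibition above the screen-wide average plus 3 SD, cut at about 13% in these data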;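 note: forskolin and galanin both at EC90 stimulate the cells; cAMP rise reported by CNG channel membrane potential dye signal; 0% = forskolin plus galanin with DMSO and 100% = forskolin alone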
Target sequence (O60755 1-299 limits assumed): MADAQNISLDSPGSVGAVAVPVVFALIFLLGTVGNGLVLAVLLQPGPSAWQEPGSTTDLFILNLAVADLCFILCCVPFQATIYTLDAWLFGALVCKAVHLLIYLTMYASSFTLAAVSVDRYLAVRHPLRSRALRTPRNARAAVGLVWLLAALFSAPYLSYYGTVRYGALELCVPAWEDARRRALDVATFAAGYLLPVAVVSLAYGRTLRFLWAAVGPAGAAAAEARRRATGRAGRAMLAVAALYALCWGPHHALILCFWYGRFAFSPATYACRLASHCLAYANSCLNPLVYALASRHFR
PHOSPHO1 block – PubChem AID 1565. Phosphoethanolamine/phosphocholine phosphatase (Homo sapiens), Q8TCT1. recombinant PHOSPHO1, absorbance phosphatase assay. inhibition, % at 13.3 µM. hit rate 1.1% among 290,000; in the data active = inhibition above about 60%
FID counter – compounds displacing fluorescent DNA intercalator, primary screen, artefact control for HCV NS3 helicase inhibitor project, biochemical, FID fluorescence; AID 1845, 2009; DNA fluorescent intercalator displacement; inhibition, % at 7.9 µM; hit rate 0.17% among 290,000; in the data active = inhibition above about 37%;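 note: 0% = vehicle and 100% = reference compound; higher means more ethidium bromide displaced from hairpin DNA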
Numbers without * were called inactive; x = no result given.

#1 Cc1ccc(C(=O)CSc2nnc(-c3ccco3)n2CC2CCCO2)cc1 (stereo unspecified)
#2 COc1ccnc(N=CNOCc2ccc(F)cc2Cl)c1C#N
#3 O=C(Nc1ccc2ccccc2c1)c1ccc2[nH]c(=O)c(=O)[nH]c2c1
#4 COC(=O)c1ccc(OC(=O)c2ccccc2F)cc1
#5 Cn1nc(-c2ccc(OCC(=O)Nc3cccnc3)cc2)c2ccccc2c1=O
#6 CCOC(=O)C1CCN(Cc2nc3ccccc3c(=O)n2-c2ccc(OCC)cc2)CC1
screen / no.	1	2	3	4	5	6
IMP-1 inh	-3.3	-2.6	-2.8	-3.5	-3.4	-8.8
HCV NS3 hel inh	9	-5	7	-5	6	3
V1aR counter	0.7	0.7	0.7	0.9	6.8	x
VIM-2 inhibitor	-0.8	-2.1	0.0	-2.8	20*	-3.9
GPR7 antagonist	-2	-15	-14	-5	1	-18
OXTR ag	-0.7	0.8	0.0	-1.2	11	x
GalR3 antagonist	-1	6	-8	-3	-5	-5
PHOSPHO1 block	26	21	15	8	3	2
FID counter	-33	-3	-16	-7	-20	-26

#7 Cc1cc(C)cc(OCC(=O)Nc2ccccc2C(=O)N2CCOCC2)c1
#8 CN(C(=O)c1cccc(C(=O)N(C)c2ccccc2)c1)c1ccccc1
#9 CC(C)[C@H](NC(=O)c1ccco1)C(=O)OCC(=O)NC12CC3CC(CC(C3)C1)C2
#10 O=C(CN1c2cccc3cccc(c23)S1(=O)=O)Nc1cccc(S(=O)(=O)N2CCOCC2)c1
#11 COc1ccc(C(=O)NCC(=O)OCC(=O)Nc2ccc(C)c(S(=O)(=O)N(C)C)c2)cc1OC
#12 O=C(Nc1nc2ccsc2c(=O)s1)c1ccc(F)cc1Cl
screen / no.	7	8	9	10	11	12
IMP-1 inh	-2.1	-3.3	-3.9	-0.8	-3.0	-2.9
HCV NS3 hel inh	-1	4	0	14	-3	0
V1aR counter	-0.9	0.4	-0.8	0.5	0.7	0.0
VIM-2 inhibitor	0.2	-2.7	-2.8	0.0	-1.0	-3.0
GPR7 antagonist	-12	-11	17	-14	-8	-16
OXTR ag	-0.4	-0.1	-1.7	0.2	0.1	0.0
GalR3 antagonist	-4	-9	-5	0	-3	-2
PHOSPHO1 block	33	51	36	-22	6	32
FID counter	-20	-29	-27	-13	-15	-1

Part of the list above in order of heavy-atom count, descending.
#11 COc1ccc(C(=O)NCC(=O)OCC(=O)Nc2ccc(C)c(S(=O)(=O)N(C)C)c2)cc1OC
#10 O=C(CN1c2cccc3cccc(c23)S1(=O)=O)Nc1cccc(S(=O)(=O)N2CCOCC2)c1
#6 CCOC(=O)C1CCN(Cc2nc3ccccc3c(=O)n2-c2ccc(OCC)cc2)CC1
#5 Cn1nc(-c2ccc(OCC(=O)Nc3cccnc3)cc2)c2ccccc2c1=O
#12 O=C(Nc1nc2ccsc2c(=O)s1)c1ccc(F)cc1Cl
#4 COC(=O)c1ccc(OC(=O)c2ccccc2F)cc1
screen / no.	11	10	6	5	12	4
IMP-1 inh	-3.0	-0.8	-8.8	-3.4	-2.9	-3.5
HCV NS3 hel inh	-3	14	3	6	0	-5
V1aR counter	0.7	0.5	x	6.8	0.0	0.9
VIM-2 inhibitor	-1.0	0.0	-3.9	20*	-3.0	-2.8
GPR7 antagonist	-8	-14	-18	1	-16	-5
OXTR ag	0.1	0.2	x	11	0.0	-1.2
GalR3 antagonist	-3	0	-5	-5	-2	-3
PHOSPHO1 block	6	-22	2	3	32	8
FID counter	-15	-13	-26	-20	-1	-7

Next records follow.
#13 COC(=O)c1ccccc1NC(=O)N1CCc2ccc(NC(=O)c3ccccn3)cc2C1
#14 Cc1ccc2[nH]c3c(NCCN4CCOCC4)ncnc3c2c1
#15 CCn1c2ccccc2c(=O)c2ccccc21
#16 CCOC(=O)c1nn(-c2ccccc2)c(=O)cc1SC1CCCCC1
#17 O=C(Nc1ccc(Cl)cc1)c1csc(-c2ccccc2)n1
#18 Cc1ccc(CN(C)C(=O)CCc2c[nH]c3ccccc23)o1
screen / no.	13	14	15	16	17	18
IMP-1 inh	-2.1	0.7	-3.3	-2.0	-1.5	-1.3
HCV NS3 hel inh	-7	2	1	-13	12	0
V1aR counter	0.7	x	-1.7	-0.6	0.7	0.8
VIM-2 inhibitor	-0.4	4.1	5.4	-0.6	-3.0	-1.8
GPR7 antagonist	-8	4	-6	-2	9	-4
OXTR ag	-0.9	x	-0.3	-0.6	-0.1	0.1
GalR3 antagonist	-2	0	-3	-3	-5	-11
PHOSPHO1 block	20	20	3	33	-4	32
FID counter	-19	23	-4	-3	-5	-24

#19 O=C(Nc1c(C(=O)N2CCC(N3CCCCC3)CC2)oc2ccccc12)c1c(F)cccc1F
#20 COC(=O)c1ccc(CN2CCC(CO)(Cc3ccc(OC)cc3)CC2)cc1
#21 COc1ccc(OC)c(S(=O)(=O)NCc2cn3c(C)csc3n2)c1
#22 Cc1ccc(C(=O)Nc2ccccc2N2CCCCC2)cc1[N+](=O)[O-]
#23 COCCn1c(SCC(=O)Nc2ccc(OC)cc2)nc2c(oc3ccccc32)c1=O
#24 O=C(OC1CCCCC1)c1ccc(NC(=O)C2CCCCC2)cc1
screen / no.	19	20	21	22	23	24
IMP-1 inh	-1.6	-0.1	-4.7	0.8	0.3	-4.0
HCV NS3 hel inh	-6	0	-2	-11	-6	8
V1aR counter	-0.5	1.4	0.7	-0.1	0.0	2.3
VIM-2 inhibitor	0.7	-2.4	0.0	1.6	1.1	-3.0
GPR7 antagonist	-5	-7	-16	-6	8	-7
OXTR ag	-0.8	1.5	-0.1	-0.5	-0.3	3.6
GalR3 antagonist	-6	-2	x	-5	x	0
PHOSPHO1 block	34	24	15	11	32	-3
FID counter	10	5	-7	-1	-5	-4

#25 N#C/C(=C/c1cccn1-c1cccc(C(=O)O)c1)c1ccc(F)cc1
#26 CCc1nc(SCC(=O)NCc2ccco2)c2c(=O)n(C)c(=O)n(C)c2n1
#27 CCC(C)n1c(/C=C/c2ccccc2)nc2ccccc21 (stereo unspecified)
#28 O=C(NCc1ccccc1Cl)c1cc([N+](=O)[O-])ccc1Cl
#29 CC12CN(C(=O)c3ccccc3)C3(C#N)CC1CCC23C (stereo unspecified)
#30 Cc1csc2ncc(C(=O)NCCc3ccccc3)c(=O)n12
screen / no.	25	26	27	28	29	30
IMP-1 inh	-2.6	-3.1	-4.3	-1.3	-2.4	-1.9
HCV NS3 hel inh	12	1	8	-6	-2	-6
V1aR counter	x	-0.3	-1.1	-0.6	-0.5	1.6
VIM-2 inhibitor	-2.8	-2.5	-3.2	1.1	0.3	0.9
GPR7 antagonist	-12	-10	-8	-5	0	-15
OXTR ag	x	-1.1	-1.8	-2.3	-0.4	0.4
GalR3 antagonist	-5	x	-7	-1	0	12
PHOSPHO1 block	25	15	-22	32	-28	2
FID counter	-32	-4	-29	5	-1	-14

#31 O=C(N/N=C/c1ccc(Br)s1)c1ccccn1
#32 CCCCn1c(SCc2cc(=O)[nH]c3ccccc23)nc2c1c(=O)n(C)c(=O)n2C
#33 CC1CC(CN)CC(CO)C1 (stereo unspecified)
#34 COc1ccccc1NC(=O)c1ccccc1NS(=O)(=O)N1CCCC1
#35 Cc1sc2ncnc(SC(C)C(=O)N3c4ccccc4Sc4ccccc43)c2c1C (stereo unspecified)
#36 O=C(C1CCCN(S(=O)(=O)c2cccc3nonc23)C1)N1CCC(Cc2ccccc2)CC1 (stereo unspecified)
screen / no.	31	32	33	34	35	36
IMP-1 inh	-2.8	-1.0	-1.4	-2.8	-3.0	-4.2
HCV NS3 hel inh	3	0	-1	-5	-9	7
V1aR counter	-0.1	x	1.1	-0.7	0.9	0.0
VIM-2 inhibitor	0.1	-2.4	-4.2	-2.2	-2.2	-1.7
GPR7 antagonist	-6	-7	-7	-24	2	-5
OXTR ag	-1.7	x	-0.1	-1.3	-0.6	-0.1
GalR3 antagonist	-2	x	5	-6	-5	-1
PHOSPHO1 block	7	6	25	39	3	-22
FID counter	-4	-2	-1	-10	2	-9

#37 O=C(NNC(=O)c1cnccn1)c1ccc(Cl)cc1
#38 Nc1nonc1-n1nnc(C(=O)N/N=C/c2ccc3c(c2)OCO3)c1CSc1ccccc1
#39 COc1ccc(NC2=C(C(C)=O)C(c3ccc(OC)cc3)C(C(C)=O)C(C)(O)C2)cc1 (stereo unspecified)
#40 COc1cc(CNc2ccc(CNc3ncn[nH]3)cc2)ccc1OCC(=O)NC(C)(C)C
#41 Cc1ccc(S(=O)(=O)N2CCN(Cc3cccnc3)CC2)cc1
#42 C=CCN(c1nc(C)cc(OC)n1)S(=O)(=O)c1ccccc1
#43 COC(=O)C1SCC2C(=O)N(Cc3ccc(F)cc3)CC(=O)N21 (stereo unspecified)
#44 C=CCc1cccc2cc(C(=O)N3CCOCC3)c(=O)oc12
#45 O=C(NC(NNc1ccc([N+](=O)[O-])cc1)(C(F)(F)F)C(F)(F)F)c1ccc(Cl)cc1
screen / no.	37	38	39	40	41	42	43	44	45
IMP-1 inh	2.9	-2.6	0.5	-4.9	0.2	-3.3	-1.5	-2.1	-2.8
HCV NS3 hel inh	20	9	-7	9	-3	-4	-3	2	3
V1aR counter	0.3	0.4	0.4	6.3	2.4	-0.6	1.0	-0.6	9.6
VIM-2 inhibitor	-0.1	-1.3	0.0	-2.9	0.8	-2.2	-2.0	-2.1	-1.7
GPR7 antagonist	8	1	3	22	-3	0	0	5	7
OXTR ag	-0.6	-0.4	-1.4	-0.5	-0.8	-3.3	-0.2	-0.4	11
GalR3 antagonist	-5	-1	1	-2	2	-13	-7	-8	-4
PHOSPHO1 block	37	16	24	9	23	14	52	36	24
FID counter	0	-16	5	-30	-7	-16	-2	-15	3

The order is random; overall some 4.3% were active at least once.
